INS-1E rescue: INS-1E beta cell protection from cytokine death. INS-1E cytokine-induced death, ATP luminescence, 48 h; normalised: neutral wells 0, positive control 100. protection from cytokine-induced ATP loss, % at 10 µM. hit rate 0.1% among 20,000. AID 488910;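 active means mean replicate protection from cytokine-induced ATP loss at least 50% and at least 75% of replicates each reaching 50%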
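assay system = INS-1E rat insulinoma cells | amount = 8000 cells per well | medium = phenol-red-free RPMI with 5% fetal bovine serum | doses = one compound concentration, pin transfer | timing = 48 h cytokine plus compound treatment, 10 min reagent incubation | also added = IL-1β, TNF-α and IFN-γ cytokine mix | signal = CellTiter-Glo luminescence measuring cellular ATP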
T cruzi HTS: intracellular Trypanosoma cruzi inhibition. intracellular Trypanosoma cruzi in host cells, plate reader. hit rate 4.9% among 22,000. activity score (inhibition), % at 5.01 µM; in the data active means activity score above about 55%;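 further: parasites and compound incubated about four days before reading; 0% = median of neutral control wells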
* hit, by the source's call; x = no result given. An excerpt. The share of hits here may be higher or lower than overall.

Sample of the layout, 3 compounds:
Compound,INS-1E rescue,T cruzi HTS
Cc1ccc(S(=O)(=O)N(C)C[C@@H]2Oc3ccc(NS(=O)(=O)c4c(C)noc4C)cc3C(=O)N([C@@H](C)CO)C[C@@H]2C)cc1,0,-33
Cc1ccc(S(=O)(=O)Nc2ccc3c(c2)CC(=O)N([C@H](C)CO)C[C@H](C)[C@H](CN(C)CC2CCCCC2)O3)cc1,-19,-3
COc1ccc(NC(=O)Nc2ccc3c(c2)C(=O)N([C@H](C)CO)C[C@H](C)[C@@H](CN(C)S(=O)(=O)c2cn(C)cn2)OCCCC[C@@H](C)O3)cc1,15,-15

The whole of this part, from the start:
Compound,INS-1E rescue,T cruzi HTS
Cc1ccc(S(=O)(=O)N(C)C[C@@H]2Oc3ccc(NS(=O)(=O)c4c(C)noc4C)cc3C(=O)N([C@@H](C)CO)C[C@@H]2C)cc1,0,-33
Cc1ccc(S(=O)(=O)Nc2ccc3c(c2)CC(=O)N([C@H](C)CO)C[C@H](C)[C@H](CN(C)CC2CCCCC2)O3)cc1,-19,-3
COc1ccc(NC(=O)Nc2ccc3c(c2)C(=O)N([C@H](C)CO)C[C@H](C)[C@@H](CN(C)S(=O)(=O)c2cn(C)cn2)OCCCC[C@@H](C)O3)cc1,15,-15
C[C@@H]1CN([C@H](C)CO)C(=O)CCCn2cc(nn2)CO[C@H]1CN(C)C(=O)CCC(F)(F)F,x,-13
C[C@@H]1CCCCO[C@@H](CN(C)C(=O)Nc2ccccc2)[C@@H](C)CN([C@H](C)CO)C(=O)c2cc(NS(=O)(=O)c3ccc(F)cc3)ccc2O1,1,7
Cc1noc(C)c1NC(=O)N(C)C[C@@H]1Oc2ccc(NC(=O)Nc3ccccc3)cc2C(=O)N([C@H](C)CO)C[C@@H]1C,13,-29
CC(C)NC(=O)N(C)C[C@H]1OCCCC[C@@H](C)Oc2ccc(NC(=O)Nc3ccc(F)cc3)cc2C(=O)N([C@H](C)CO)C[C@@H]1C,17,-29
C[C@@H]1CN([C@H](C)CO)C(=O)c2cccc(NC(=O)c3ccncc3)c2O[C@@H]1CN(C)S(=O)(=O)c1cccs1,17,4
COc1ccc(S(=O)(=O)N(C)C[C@H]2Oc3ccc(NC(=O)CCC(F)(F)F)cc3C(=O)N([C@H](C)CO)C[C@@H]2C)cc1,6,-6
CC(C)NC(=O)Nc1ccc2c(c1)CC(=O)N([C@H](C)CO)C[C@@H](C)[C@H](CN(C)Cc1ccc(-c3ccccc3)cc1)O2,-2,37
Cc1cc(C(=O)Nc2cccc3c2O[C@H](CN(C)Cc2ccc4c(c2)OCO4)[C@@H](C)CN([C@@H](C)CO)C3=O)n(C)n1,-10,18
CC(C)NC(=O)Nc1ccc2c(c1)C(=O)N([C@H](C)CO)C[C@H](C)[C@@H](CN(C)Cc1ccc(C(F)(F)F)cc1)O2,-6,15
C[C@H]1CN([C@@H](C)CO)C(=O)c2cc(NC(=O)Nc3ccc4c(c3)OCO4)ccc2O[C@@H]1CN(C)S(=O)(=O)c1cn(C)cn1,x,0
C[C@H](CO)N1C[C@H](C)[C@H](CN(C)S(=O)(=O)c2cccs2)Oc2ncc(-c3ccc(F)cc3)cc2C1=O,x,28
C[C@@H]1CN([C@@H](C)CO)C(=O)Cc2cc(NS(=O)(=O)c3ccccc3)ccc2O[C@@H]1CN(C)S(=O)(=O)c1ccccc1,12,14
Cc1noc(C)c1NC(=O)N(C)C[C@H]1Oc2ccc(NC(=O)Cn3cnnn3)cc2CC(=O)N([C@@H](C)CO)C[C@H]1C,8,-17
Cc1noc(C)c1NC(=O)Nc1ccc2c(c1)C(=O)N([C@H](C)CO)C[C@H](C)[C@H](CN(C)Cc1ccccc1)O2,x,3
CCCN(C)C[C@@H]1OCCCC[C@@H](C)Oc2ccc(NC(=O)Nc3ccc(F)cc3)cc2C(=O)N([C@H](C)CO)C[C@@H]1C,-6,1
CNC[C@H]1Oc2ccc(NC(=O)NC(C)C)cc2CC(=O)N([C@@H](C)CO)C[C@H]1C,5,-8
C[C@@H]1CN([C@H](C)CO)C(=O)c2cccc(NC(=O)c3cnccn3)c2O[C@H]1CN(C)Cc1ccc(Cl)c(Cl)c1,-11,28
Cc1noc(C)c1NC(=O)Nc1ccc2c(c1)CC(=O)N([C@@H](C)CO)C[C@H](C)[C@@H](CN(C)S(=O)(=O)c1ccc(F)cc1)O2,0,-1
C[C@@H]1CN([C@H](C)CO)C(=O)c2cccc(NC(=O)Nc3ccc(F)cc3)c2O[C@H]1CN(C)Cc1ccccc1,-1,1
C[C@H]1CN([C@@H](C)CO)C(=O)c2cc(NC(=O)Cc3cn(C)c4ccccc34)ccc2O[C@H]1CN(C)C(=O)Nc1ccccc1,-1,-4
C[C@@H]1CN([C@H](C)CO)C(=O)c2cc(NS(=O)(=O)c3ccccc3)ccc2O[C@@H]1CN(C)S(=O)(=O)c1ccccc1,6,18
C[C@H](CO)N1C[C@H](C)[C@H](CN(C)Cc2ccc(C(F)(F)F)cc2)Oc2ccc(NC(=O)Cc3ccccc3)cc2C1=O,x,64*
C[C@H]1CN([C@@H](C)CO)C(=O)c2cc(NS(=O)(=O)c3ccc(Cl)cc3)ccc2O[C@@H]1CN(C)CC1CCCCC1,4,-4
C[C@H](CO)N1C[C@H](C)[C@H](CN(C)Cc2ccncc2)Oc2ccc(NC(=O)C3CC3)cc2CC1=O,9,-24
Cc1noc(C)c1S(=O)(=O)Nc1ccc2c(c1)CC(=O)N([C@H](C)CO)C[C@@H](C)[C@@H](CN(C)Cc1ccccc1)O2,-6,55
C[C@@H]1CN([C@@H](C)CO)C(=O)c2cc(NC(=O)NC3CCCCC3)ccc2O[C@H]1CN(C)C,4,-19
Cc1ccc(S(=O)(=O)N(C)C[C@@H]2OCCCC[C@@H](C)Oc3ccc(NC(=O)NC(C)C)cc3C(=O)N([C@H](C)CO)C[C@@H]2C)cc1,8,7
Cc1cccc(CN(C)C[C@@H]2OCc3cn(nn3)CCCC(=O)N([C@H](C)CO)C[C@@H]2C)c1,x,-17
CC(C)NC(=O)Nc1cccc2c1O[C@@H](CN(C)S(=O)(=O)c1ccc(F)cc1)[C@H](C)CN([C@H](C)CO)C2=O,10,-6
C[C@H](CO)N1C[C@H](C)[C@H](CN(C)Cc2ccc(Cl)c(Cl)c2)Oc2ccc(NS(=O)(=O)c3ccccc3)cc2C1=O,x,14
C[C@H](CO)N1C[C@H](C)[C@H](CN(C)S(=O)(=O)c2cccs2)Oc2c(NC(=O)Nc3cccc4ccccc34)cccc2C1=O,-9,13
Cc1ccc(S(=O)(=O)N(C)C[C@H]2Oc3ccc(NC(=O)Nc4ccc(F)cc4)cc3C(=O)N([C@H](C)CO)C[C@@H]2C)cc1,-15,17
COc1ccc(S(=O)(=O)Nc2ccc3c(c2)C(=O)N([C@H](C)CO)C[C@H](C)[C@@H](CN(C)C(=O)Cc2ccccc2)OCCCC[C@@H](C)O3)cc1,2,9
Cc1ccc(S(=O)(=O)N(C)C[C@H]2Oc3ccc(NC(=O)CCN4CCOCC4)cc3C(=O)N([C@H](C)CO)C[C@H]2C)cc1,2,5
COc1ccc(CN(C)C[C@@H]2Oc3ccc(NS(=O)(=O)c4cn(C)cn4)cc3C(=O)N([C@H](C)CO)C[C@@H]2C)cc1,5,-1
C[C@H]1CN([C@@H](C)CO)C(=O)c2cc(NS(=O)(=O)c3ccc(F)cc3)ccc2O[C@@H]1CN(C)Cc1ccc(C(=O)Nc2ccccc2N)cc1,12,8
C[C@@H]1CCCCO[C@@H](CN(C)Cc2ccc(C(F)(F)F)cc2)[C@@H](C)CN([C@H](C)CO)C(=O)c2cc(NC(=O)c3ccccc3)ccc2O1,-11,63*
C[C@H](CO)N1C[C@H](C)[C@@H](CN(C)C(=O)Nc2ccc3c(c2)OCO3)Oc2c(NS(=O)(=O)c3cccs3)cccc2C1=O,8,7
COc1ccc(CN(C)C[C@H]2Oc3c(NS(=O)(=O)c4cccs4)cccc3C(=O)N([C@H](C)CO)C[C@H]2C)cc1,1,-8
C[C@H](CO)N1C[C@H](C)[C@@H](CN(C)C(=O)NC2CCCCC2)Oc2c(NS(=O)(=O)c3cn(C)cn3)cccc2C1=O,7,19
C[C@@H]1CN([C@H](C)CO)C(=O)c2cc(NS(=O)(=O)c3ccc(Cl)cc3)ccc2O[C@@H]1CN(C)S(=O)(=O)c1ccc(F)cc1,6,17
C[C@H]1CN([C@@H](C)CO)C(=O)c2cc(NC(=O)Nc3ccccc3)ccc2O[C@H]1CN(C)C(=O)NC1CCCCC1,4,-9
C[C@H](CO)N1C[C@H](C)[C@H](CN(C)CC2CC2)Oc2ccc(NS(=O)(=O)c3ccc(Cl)cc3)cc2C1=O,5,3
C[C@H]1CN([C@@H](C)CO)C(=O)Cc2cc(NC(=O)CCN3CCOCC3)ccc2O[C@H]1CN(C)Cc1ccc(Oc2ccccc2)cc1,-12,-3
C[C@H]1CN([C@@H](C)CO)C(=O)Cc2cc(NS(=O)(=O)c3cccs3)ccc2O[C@@H]1CN(C)S(=O)(=O)c1ccccc1,-5,-19
COc1ccc(S(=O)(=O)N(C)C[C@H]2Oc3ccc(NC(=O)Cc4cn(C)c5ccccc45)cc3CC(=O)N([C@@H](C)CO)C[C@H]2C)cc1,-4,10
C[C@H](CO)N1C[C@H](C)[C@@H](CN(C)C(=O)Nc2ccccc2)Oc2ccc(NC(=O)Nc3ccc4c(c3)OCO4)cc2C1=O,9,7
CNC[C@H]1Oc2ccc(NC(=O)Nc3ccc(F)cc3)cc2C(=O)N([C@@H](C)CO)C[C@H]1C,1,-6
CC(C)=CCC[C@@H](C)C/C=N/NC(=O)CCCCCCC(=O)Nc1ccccc1O,4,0
C[C@H](CO)N1C[C@H](C)[C@H](CN(C)CC2CC2)Oc2c(NC(=O)CCCCCC(=O)Nc3ccccc3N)cccc2C1=O,9,10
C[C@@H]1CN([C@@H](C)CO)C(=O)c2cccc(NC(=O)CCCCCC(=O)Nc3ccccc3N)c2O[C@@H]1CN(C)S(=O)(=O)c1ccc(Cl)cc1,-18,56*
C[C@@H]1CN([C@@H](C)CO)C(=O)CCCn2cc(nn2)CO[C@H]1CN(C)C(=O)Nc1ccc(F)cc1,x,-12
C[C@@H]1CN([C@H](C)CO)C(=O)c2cccc(NC(=O)C3CCOCC3)c2O[C@H]1CN(C)C(=O)Nc1ccc2c(c1)OCO2,5,-7
C[C@@H]1CN([C@H](C)CO)C(=O)c2cc(NS(=O)(=O)c3cccs3)ccc2O[C@H]1CN(C)C(=O)Nc1ccccc1,-3,-3
COc1ccc(S(=O)(=O)Nc2cccc3c2O[C@H](CN(C)Cc2ccc4c(c2)OCO4)[C@H](C)CN([C@H](C)CO)C3=O)cc1,-2,7
Cc1noc(C)c1S(=O)(=O)Nc1ccc2c(c1)C(=O)N([C@@H](C)CO)C[C@H](C)[C@H](CN(C)S(=O)(=O)c1ccccc1)O2,-8,-3
C[C@@H]1CN([C@@H](C)CO)C(=O)c2cc(NS(=O)(=O)c3ccccc3)ccc2O[C@@H]1CN(C)S(=O)(=O)c1cn(C)cn1,3,-12

Next section
Compound,INS-1E rescue,T cruzi HTS
C[C@@H]1CN([C@H](C)CO)C(=O)c2cc(NC(=O)Cc3cn(C)c4ccccc34)ccc2O[C@H]1CN(C)Cc1ccccc1,-13,-3
COc1ccc(NC(=O)N(C)C[C@@H]2Oc3ccc(NC(=O)CCCN(C)C)cc3C(=O)N([C@H](C)CO)C[C@H]2C)cc1,4,-14
CNC[C@@H]1Oc2c(NC(=O)Nc3c(C)noc3C)cccc2C(=O)N([C@@H](C)CO)C[C@H]1C,1,-12
C[C@H]1CN([C@@H](C)CO)C(=O)Cc2cc(NC(=O)CCC(F)(F)F)ccc2O[C@@H]1CN(C)C(=O)Nc1ccc(C(F)(F)F)cc1,5,-3
C[C@H](CO)N1C[C@H](C)[C@H](CN(C)C(=O)Nc2ccccc2)Oc2ccc(NC(=O)NC3CCCCC3)cc2C1=O,5,-1
Cc1noc(C)c1NC(=O)Nc1cccc2c1O[C@@H](CN(C)C)[C@@H](C)CN([C@H](C)CO)C2=O,1,-35
C[C@@H]1CN([C@@H](C)CO)C(=O)Cc2cc(NC(=O)CCC(F)(F)F)ccc2O[C@@H]1CN(C)C,21,-19
C[C@H]1CN([C@@H](C)CO)C(=O)Cc2cc(NS(=O)(=O)c3cn(C)cn3)ccc2O[C@H]1CN(C)C(=O)Nc1ccc(C(F)(F)F)cc1,6,-4
Cc1cc(C(=O)Nc2cccc3c2O[C@H](CN(C)S(=O)(=O)c2cccs2)[C@@H](C)CN([C@H](C)CO)C3=O)n(C)n1,12,-11
COc1ccc(NC(=O)Nc2ccc3c(c2)CC(=O)N([C@@H](C)CO)C[C@H](C)[C@@H](CN(C)S(=O)(=O)c2ccccc2)O3)cc1,6,-6
C[C@H]1CN([C@@H](C)CO)C(=O)c2cccc(NC(=O)c3ccc(-c4nccs4)cc3)c2O[C@H]1CN(C)S(=O)(=O)c1ccc(F)cc1,-7,-7
Cc1noc(C)c1NC(=O)Nc1ccc2c(c1)C(=O)N([C@@H](C)CO)C[C@@H](C)[C@H](CN(C)C)O2,2,-27
Cc1ccc(S(=O)(=O)Nc2ccc3c(c2)CC(=O)N([C@H](C)CO)C[C@@H](C)[C@@H](CN(C)C(=O)Nc2c(C)noc2C)O3)cc1,10,-41
C[C@@H]1CN([C@@H](C)CO)C(=O)c2cc(NS(=O)(=O)c3cn(C)cn3)ccc2O[C@@H]1CN(C)C,0,-20

Compound activity (PubChem)
